# Screening results deposited in PubChem by Sanford-Burnham Center for Chemical Genomics.
# mIAP block – mouse IAP inhibition. purified mouse IAP, CDP-Star luminescence, 30 min. inhibition, % at 10 µM. 0.2% of 330,000 active;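 active = inhibition of at least 40% at 10 µM in the primary screen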;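 also: plate controls were DMSO with enzyme for no effect and no enzyme wells for full effect; values of inactives mirror those of a sister screen read the other way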
# mIAP act – mouse IAP activation. muIAP, CDP-Star luminescence, 30 min; hits give high values; 1 = vehicle-only enzyme signal, 0 = enzyme-free wells. activation factor at 10 µM. 0.24% of 330,000 active;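 active = activation factor of at least 2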; also: the source names both 10 and 20 µM as test concentration; values of inactives mirror those of a sister screen read the other way
#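 Assay system: mouse IAP enzyme; Reagent: CDP-Star chemiluminescent phosphatase substrate; Compound: DMSO-dissolved test compounds; Incubation: 30 min, room temperature; Technique: luminescence from enzymatic CDP-Star hydrolysis; Controls: DMSO-only wells and no-enzyme negative control.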
# A3G deaminase – APOBEC3G (human) deaminase inhibition | recombinant A3G, ssDNA deamination FAM/TAMRA fluorescence | inhibition, % at 20 µM | 0.28% of 330,000 active;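 active = inhibition of at least 40% at 20 µM, with no more than 30% in the related APOBEC3A deaminase screen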;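 also: plate controls were DMSO wells with A3G for no effect and wells lacking A3G enzyme for full effect; some compounds called inactive have numbers as strong as hits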
# SENP1 FRET inh – SENP1 (human) catalytic domain inhibition; recombinant SENP1 catalytic domain, CyPet-SUMO1-YPet FRET cleavage; inhibition, % at 10 µM; 0.21% of 360,000 active; AID 624204;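 active = inhibition at least 30% at 10 µM, raw YFP signal under a set limit, fluorescence ratio 0.5 to 1.5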;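 also: 0% = enzyme with DMSO and 100% = no enzyme wells; some results filed as inactive read as strong as hits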
# Target sequence (Q9P0U3 419-644 limits assumed): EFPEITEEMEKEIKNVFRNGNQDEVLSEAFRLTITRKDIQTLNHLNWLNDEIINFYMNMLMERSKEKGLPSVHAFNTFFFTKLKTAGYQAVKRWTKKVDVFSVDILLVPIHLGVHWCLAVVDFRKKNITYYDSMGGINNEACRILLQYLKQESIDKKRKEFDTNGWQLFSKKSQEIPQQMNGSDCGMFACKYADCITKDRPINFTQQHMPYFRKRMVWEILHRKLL
#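 system = hSENP1 catalytic domain, recombinant | reagent = SFCypet-SUMO1-SFYpet substrate at 25 nM | doses = one dose per compound, 10 µM, 0.5% DMSO | incubation = enzyme reaction for 50 min at room temperature, dark | measured by = FRET, CFP and YFP emission | controls = no-enzyme low, enzyme-DMSO high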
# hIAP inh – blocks human intestinal alkaline phosphatase | inhibition, % at 10 µM | purified IAP, CDP-Star luminescence, 30 min | 0.12% of 330,000 active;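 active = inhibition reaching a set limit with compound at 10 µM in the primary screen, cut at about 35% in these data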;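 also: plate controls were DMSO wells with enzyme for no effect and no-enzyme buffer wells for full effect; values of inactives mirror those of a sister screen read the other way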
# Target sequence (P09923 whole entry, looked up): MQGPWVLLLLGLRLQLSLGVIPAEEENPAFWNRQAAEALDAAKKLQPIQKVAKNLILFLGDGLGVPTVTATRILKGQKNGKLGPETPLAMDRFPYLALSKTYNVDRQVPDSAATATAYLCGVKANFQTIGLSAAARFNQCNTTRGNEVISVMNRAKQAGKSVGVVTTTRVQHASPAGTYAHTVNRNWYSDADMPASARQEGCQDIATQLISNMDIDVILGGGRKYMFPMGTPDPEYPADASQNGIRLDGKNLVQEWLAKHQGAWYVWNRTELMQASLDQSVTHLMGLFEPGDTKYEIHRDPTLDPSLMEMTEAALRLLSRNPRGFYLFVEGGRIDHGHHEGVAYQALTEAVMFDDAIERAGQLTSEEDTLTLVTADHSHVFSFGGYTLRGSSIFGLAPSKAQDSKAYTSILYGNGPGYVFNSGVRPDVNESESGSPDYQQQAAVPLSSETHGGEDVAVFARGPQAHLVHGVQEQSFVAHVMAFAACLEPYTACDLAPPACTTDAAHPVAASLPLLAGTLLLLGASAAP
# hIAP act – human IAP activation | P09923 | AID 2524 | purified human IAP, CDP-Star luminescence, 30 min; hits give high values; 1 = vehicle-only enzyme, 0 = enzyme-free background | 0.16% of 330,000 active | activation factor at 10 µM;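 active = activation factor of the enzyme at least 2-fold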; also: the source names both 10 and 20 µM as test concentration; values of inactives mirror those of a sister screen read the other way
# beta cell repl – MIN6 beta-cell proliferation induction; AID 2380; proliferation, % at 10 µM; MIN6 cells proliferation, ATPlite luminescence, 48 h; cells starved in 0.2% serum; 100% = growth in 10% serum; 0.29% of 330,000 active;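 active = compounds whose signal lies at least 3.5 SD above the mean of all wells on their plate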;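 also: 0% = DMSO-treated cells in low-serum medium and 100% = 10% serum control; some compounds called inactive have numbers as strong as hits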
# APOBEC3A inh – blocks human APOBEC3A ssDNA deamination | recombinant A3A, FAM/TAMRA ssDNA deamination fluorescence | 0.41% of 330,000 active | inhibition, % at 20 µM;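 active = at least 40% inhibition at 20 µM here, with at most 30% in a related deaminase screen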;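 also: plate controls were A3A with DMSO for no effect and wells lacking A3A enzyme for full effect; some results filed as inactive read as strong as hits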
# Target sequence (P31941 whole entry, looked up): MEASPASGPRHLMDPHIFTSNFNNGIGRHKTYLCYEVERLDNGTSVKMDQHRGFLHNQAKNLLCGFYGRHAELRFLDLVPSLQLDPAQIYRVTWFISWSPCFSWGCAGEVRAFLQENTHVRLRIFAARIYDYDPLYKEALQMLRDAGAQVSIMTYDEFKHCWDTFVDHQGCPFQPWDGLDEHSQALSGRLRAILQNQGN
# NLRP3 yeast inh – NALP3 inhibition in yeast. inhibition, % at 10 µM. Yeast reconstituted NLRP3/ASC/caspase-1, beta-gal luminescence, 24 h. 0.39% of 330,000 active. AID 2825;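 active = inhibition of 50% or more; inactive = inhibition below 50%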;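 also: plate controls were induced DMSO wells for no effect and uninduced yeast grown without galactose for full effect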
# Active calls of the source: *.
1) O=C(Nc1ccccn1)c1cc(-c2cccc(Cl)c2)nc2ccccc12
2) Cn1nnnc1SCC(=O)N1CCN(S(=O)(=O)c2ccc(Cl)cc2)CC1
3) Cc1ccc(S(=O)(=O)NCCC(=O)OCC(=O)N2CCCC2=O)cc1C
4) CCOC(=O)c1c(C)c(C(=O)NCc2cccnc2)c(C)n1C
5) C=CCn1c(-c2ccccc2)c[nH]c1=S
6) COc1ccc(CCNC(=O)C2CC2)cc1OC
7) Cc1sc2ncnc(SCC#N)c2c1C
8) Cc1ccc(S(=O)(=O)N2CC(O)C[C@H]2C(=O)OCC(=O)Nc2ccc(N3CCCCC3)cc2)cc1C (stereo not given in full)
9) CC(=O)Nc1ccc(C(=O)COC(=O)c2c(C)noc2C)c(F)c1
10) C=CCN1C(=O)c2cccc3c(N4CCCCC4)ccc(c23)C1=O
assay / entry,1,2,3,4,5,6,7,8,9,10
mIAP block,5,11,14,-4,-10,-8,23,12,1,-6
mIAP act,0.95,0.89,0.86,1,1.1,1.1,0.77,0.88,0.99,1.1
A3G deaminase,-3,2,7,-6,25,-2,12,11,-2,-19
SENP1 FRET inh,1,2,0,1,0,0,-50,2,-2,-27
hIAP inh,11,-2,-13,0,-13,24,28,-28,-8,-7
hIAP act,0.89,1,1.1,1,1.1,0.76,0.72,1.3,1.1,1.1
beta cell repl,-4,-4,-6,1,0,-2,4,-5,-3,3
APOBEC3A inh,-4,2,-3,-4,-2,-3,4,-5,3,-3
NLRP3 yeast inh,25,14,16,15,5,10,0,1,5,22

11) O=C(Nc1ccc(F)cc1)N1CCC(c2nc3c(nnn3Cc3ccccc3Cl)c(=O)[nH]2)CC1
12) CC(C)(CO)NC(=O)C(Cc1ccccc1)N1C(=O)c2ccccc2C1=O (stereo not given)
13) CCCCNc1c(-c2ccc(OC)c(SC(C)CC)c2)nc2ccc(Cl)cn12 (stereo not given)
14) N#Cc1cnn2ccc(-c3ccc4c(c3)CCC4)nc12
15) c1ccc(N2CC[N+]3(CCCC3)CC2)nc1
16) C=CCn1c(=NC(=O)c2ccccc2[N+](=O)[O-])sc2cc(S(C)(=O)=O)ccc21
17) CCCCn1c(=O)[nH]c(=O)c2c(C(=O)OCC)cc(-c3ccc(OC(F)F)cc3)nc21
18) Cc1sc2nc[nH]c(=O)c2c1-c1ccc(F)cc1
19) COc1ccc(NC(=O)c2c(C)noc2C(C)C)cc1S(=O)(=O)N1CCCCC1
20) CCOC(=O)C1CCN(CC(=O)N2CCc3ccccc32)CC1
assay / entry,11,12,13,14,15,16,17,18,19,20
mIAP block,5,1,-5,-8,-2,11,0,-1,-15,-6
mIAP act,0.95,0.99,1.1,1.1,1,0.89,1,1,1.2,1.1
A3G deaminase,-2,-7,9,0,-8,-4,-6,-3,-5,8
SENP1 FRET inh,2,0,-44,-8,-1,-1,3,-7,1,1
hIAP inh,-13,-9,0,-3,-9,-1,-13,-21,-18,-2
hIAP act,1.1,1.1,1,1,1.1,1,1.1,1.2,1.2,1
beta cell repl,-2,3,-6,-2,-3,0,-4,3,-6,0
APOBEC3A inh,-2,-2,0,-7,2,-1,-2,-8,0,-2
NLRP3 yeast inh,-2,-2,19,0,10,10,21,-2,6,1

21) COc1cccc(NC(=O)CSc2nnc(Cc3ccc(C)cc3)c(=O)n2N)c1
22) CC(=O)c1cnc(-c2ccccn2)s1
23) COc1ccc(CCNC(=O)CS(=O)(=O)Cc2nc(-c3ccc(C)cc3)oc2C)cc1OC
24) COc1cc(/C=C/C(=O)N2CCN(C)CC2)cc(S(=O)(=O)N2CCc3ccccc32)c1OC
25) O=S(=O)(Nc1nc2cc3c(cc2nc1Cl)OCCO3)c1ccccc1
26) O=C(C1CCN(S(=O)(=O)c2cccs2)CC1)N1CCCC(C(F)(F)F)C1 (stereo not given)
27) Clc1ccccc1-c1nnc2sc(C3COc4ccccc4O3)nn12 (stereo not given)
28) Cc1cc(C(=O)Nc2ccccc2)oc(=O)c1
29) Cc1ccnc(NS(=O)(=O)c2ccc(NC(=O)/C=C/c3cccs3)cc2)n1
30) CCN1CCN(C(=O)CS(=O)Cc2nc(-c3cccc(C)c3)oc2C)CC1 (stereo not given)
assay / entry,21,22,23,24,25,26,27,28,29,30
mIAP block,12,2,-6,0,3,7,9,-2,4,2
mIAP act,0.88,0.98,1.1,1,0.97,0.93,0.91,1,0.96,0.97
A3G deaminase,-6,0,-6,-3,8,-9,-1,-9,-9,-6
SENP1 FRET inh,-1,-8,6,-2,-64,1,-1,3,-1,2
hIAP inh,-4,1,-15,9,-6,3,-2,-18,-12,-20
hIAP act,1,0.99,1.1,0.91,1.1,0.97,1,1.2,1.1,1.2
beta cell repl,-1,-3,-3,1,-2,6,-2,-2,2,-3
APOBEC3A inh,-3,-2,-3,2,3,-2,1,-1,3,-4
NLRP3 yeast inh,10,2,-6,-1,12,4,24,17,20,11

31) COc1cccc(CC(NC(C)=O)C(=O)NC2CCN(C(=O)C3CCCCC3)CC2)c1OC (stereo not given)
32) CCN(c1ccccc1)S(=O)(=O)c1cc(OC)ccc1OC
33) CCc1cccc(C)c1NC(=O)CSc1nnc(-c2cc3cc(Br)ccc3o2)n1CC
34) C/C(CC(=O)Nc1ccc2c(c1)OCO2)=N\NC(=O)c1ccccc1N
35) Cc1ccccc1CC1SC(N=C(N)N)=NC1=O (stereo not given)
36) O=C(c1ccccc1F)N1CCN(c2ccc([N+](=O)[O-])cc2-n2cccc2)CC1
37) O=C(Nc1ccn(Cc2ccccc2)n1)c1cccc(Cn2cc([N+](=O)[O-])cn2)c1
38) Cc1cc([N+](=O)[O-])c(NCCCCCCO)c([N+](=O)[O-])c1
39) COc1ccc2c(c1)cc(C(O)c1ccccn1)n2S(=O)(=O)c1ccccc1 (stereo not given)
40) Cc1ccc(N/C(=C\C(=O)c2ccccc2)C(=O)O)cc1
assay / entry,31,32,33,34,35,36,37,38,39,40
mIAP block,1,2,-4,-5,-2,5,-5,6,6,8
mIAP act,0.99,0.98,1,1.1,1,0.95,1.1,0.94,0.94,0.92
A3G deaminase,-5,-5,-4,3,7,-6,3,-7,0,1
SENP1 FRET inh,1,2,0,0,2,-4,3,9,0,-2
hIAP inh,-15,5,-33,-42,0,-92,12,-30,12,3
hIAP act,1.1,0.95,1.3,1.4,1,1.9,0.88,1.3,0.88,0.97
beta cell repl,-1,2,-5,-2,-3,-3,0,-2,-1,7.1*
APOBEC3A inh,-3,-1,-2,10,-5,0,0,-1,-2,3
NLRP3 yeast inh,13,22,3,6,-6,18,4,27,4,6

# Arranged by number of heavy atoms (rising): some entries from above.
35) Cc1ccccc1CC1SC(N=C(N)N)=NC1=O (stereo not given)
38) Cc1cc([N+](=O)[O-])c(NCCCCCCO)c([N+](=O)[O-])c1
34) C/C(CC(=O)Nc1ccc2c(c1)OCO2)=N\NC(=O)c1ccccc1N
39) COc1ccc2c(c1)cc(C(O)c1ccccn1)n2S(=O)(=O)c1ccccc1 (stereo not given)
37) O=C(Nc1ccn(Cc2ccccc2)n1)c1cccc(Cn2cc([N+](=O)[O-])cn2)c1
33) CCc1cccc(C)c1NC(=O)CSc1nnc(-c2cc3cc(Br)ccc3o2)n1CC
31) COc1cccc(CC(NC(C)=O)C(=O)NC2CCN(C(=O)C3CCCCC3)CC2)c1OC (stereo not given)
assay / entry,35,38,34,39,37,33,31
mIAP block,-2,6,-5,6,-5,-4,1
mIAP act,1,0.94,1.1,0.94,1.1,1,0.99
A3G deaminase,7,-7,3,0,3,-4,-5
SENP1 FRET inh,2,9,0,0,3,0,1
hIAP inh,0,-30,-42,12,12,-33,-15
hIAP act,1,1.3,1.4,0.88,0.88,1.3,1.1
beta cell repl,-3,-2,-2,-1,0,-5,-1
APOBEC3A inh,-5,-1,10,-2,0,-2,-3
NLRP3 yeast inh,-6,27,6,4,4,3,13

# (more compounds)
41) O=C1CN(C(=O)c2cc(F)cc(F)c2)c2ccccc2N1
42) COc1ccc(CNC(=O)CN2C(=O)NC3(CCCc4sccc43)C2=O)cc1 (stereo not given)
43) c1ccc(Cn2c(NCc3ccco3)nc3ccccc32)cc1
44) CN(C)CCNC(=O)CN1C(=O)CSc2ccc(S(=O)(=O)N3CCCCC3)cc21
45) COc1ccc(C(=O)Cn2nnc(-c3ccccc3F)n2)cc1
46) CCOc1cc(N2CCOCC2)c(OCC)cc1NC(=O)CN1C(=O)NC(CC(C)C)C1=O (stereo not given)
47) Cc1cnc(NC(=O)CSc2nnc(CNc3ccc(F)cc3)n2CC2CCCO2)s1 (stereo not given)
48) COc1cccc2[nH]c3c(N4CCC5(CC4)OCCO5)ncnc3c12
49) O=C(O)/C=C/C(=O)Nc1ccc(C2(c3ccc(NC(=O)/C=C/C(=O)O)cc3)c3ccccc3-c3ccccc32)cc1
50) Cc1csc(NC(=O)C2=NN(c3ccccc3)C(=O)CC2)n1
assay / entry,41,42,43,44,45,46,47,48,49,50
mIAP block,-6,4,-8,4,0,5,1,0,10,-10
mIAP act,1.1,0.96,1.1,0.96,1,0.95,0.99,1,0.9,1.1
A3G deaminase,6,-7,-2,-2,-1,-8,-4,-7,-2,1
SENP1 FRET inh,0,-3,-11,-1,3,2,1,-1,0,2
hIAP inh,-3,15,-10,1,-7,8,9,9,4,1
hIAP act,1,0.85,1.1,0.99,1.1,0.92,0.91,0.91,0.96,0.99
beta cell repl,-1,3,0,6,0,-3,-1,-2,0,-3
APOBEC3A inh,1,0,0,-5,-3,1,-2,1,-1,5
NLRP3 yeast inh,23,17,-3,10,14,8,0,11,15,6

51) Cc1ccc(C)c(OCCCN2CCCC2)c1
52) CS(=O)(=O)c1ccc(Cl)c(NC(=O)COC(=O)CNC(=O)c2ccc3ccccc3c2)c1
53) N#Cc1cccc(-n2c(-c3ccccc3)nnc2-c2ccccc2)c1C#N
54) O=C(Nc1ccc(C(F)(F)F)cc1-c1ccccc1)c1ccccc1
55) CCOC(=O)c1ccc(OC(=O)CCCCCN=C(N)N)cc1
56) COc1cc(CC(=O)OCC(=O)Nc2ccc(S(=O)(=O)N3CCCC3)cc2)cc(OC)c1OC
assay / entry,51,52,53,54,55,56
mIAP block,1,4,5,5,-10,10
mIAP act,0.99,0.96,0.95,0.95,1.1,0.9
A3G deaminase,-1,-3,0,-5,3,-8
SENP1 FRET inh,1,0,-1,2,0,0
hIAP inh,10,4,16,-5,-11,-16
hIAP act,0.9,0.96,0.84,1,1.1,1.2
beta cell repl,-2,0,-5,0,-4,0
APOBEC3A inh,1,-3,5,2,2,-4
NLRP3 yeast inh,13,3,17,1,8,-1

# An excerpt; the hit share may differ from the screen's.
